Compound activity as filed in PubChem.
Neddyl block: inhibitors of cullin neddylation, primary screen, biochemical, TR-FRET, uHTS, NAE and Ubc12; NEDD8-conjugating enzyme Ubc12 (Homo sapiens) + NEDD8-activating enzyme E1 regulatory …; calls only at 25 µM; 0.58% of 360,000 active; in the data active means inhibition above about 36%
CSN inh: inhibitors of CSN-mediated cullin deneddylation, primary screen, biochemical, fluorescence polarization, uHTS; COP9 signalosome complex subunit 5 (Homo sapiens), Q92905; Purified CSN, SCF-Nedd8-OG deneddylation; inhibition, % at 12.5 µM; 0.38% of 360,000 active; AID 651999, 2013;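 active means pattern-corrected inhibition above about 35%, with an unprinted fluorescence ratio check between 0.5 and 1.5, limit read from the data, passing the limit was not always enough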;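 further: 0% = enzyme with substrate and 100% = substrate without enzyme; some results filed as inactive read as strong as hits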
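Material: human Csn5 produced in HEK293T cells; Input: enzyme 0.24 nM; Reagent: SCFSkp2-Nedd8OG substrate at 10 nM final; Dosing: 12.5 µM compound; Incubation: 90 min reaction at room temperature; Detection: fluorescence polarization of the substrate; Evaluation: % inhibition of substrate cleavage by Csn5; Control set: substrate-only high control, full reaction low control.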
NadD block: inhibitors of S. aureus NadD, primary screen, biochemical, colorimetric, uHTS | AID 602399, 2012 | 0.78% of 360,000 active | inhibition, % at 20 µM | Nicotinate-nucleotide adenylyltransferase NadD (Staphylococcus aureus N315) | purified NadD enzyme, colorimetric absorbance read-out; in the data active means inhibition above about 26%; further: some compounds past the cut are filed as inactive
Rpn11 block: Rpn11 (PSMD14) deubiquitinase inhibitors, primary screen, biochemical, fluorescence polarization, uHTS. 0.59% of 360,000 active. AID 588493, 2011. 26S proteasome non-ATPase regulatory subunit 14 (Homo sapiens), O00487. calls only at 20 µM. human 26S proteasome, Ub4-pepOG fluorescence polarization; 20S core pre-blocked with epoxomicin;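 active means inhibition at 20 µM, scaled to each plate's controls, above about 33%, limit read from the data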
Target sequence (O00487 whole entry, looked up): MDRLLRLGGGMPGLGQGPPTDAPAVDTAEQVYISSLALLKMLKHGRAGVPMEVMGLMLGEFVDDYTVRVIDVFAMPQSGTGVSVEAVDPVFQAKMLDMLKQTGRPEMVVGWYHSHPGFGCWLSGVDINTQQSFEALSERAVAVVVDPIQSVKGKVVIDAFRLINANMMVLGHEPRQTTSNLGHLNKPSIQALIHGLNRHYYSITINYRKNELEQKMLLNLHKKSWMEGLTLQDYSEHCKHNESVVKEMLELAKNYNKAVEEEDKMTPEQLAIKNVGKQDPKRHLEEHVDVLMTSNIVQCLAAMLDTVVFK
Rin1-Abl PPI inh: inhibitors of Rin1-Abl protein binding, primary screen, biochemical, TR-FRET; Tyrosine-protein kinase ABL1 (Homo sapiens) + Ras and Rab interactor 1 (Homo sapiens), …; inhibition, % at 7.35 µM; 0.4% of 360,000 active; in the data active means inhibition above about 5%, passing the limit was not always enough
FAS-TE inh: FAS thioesterase domain inhibitors, primary screen, biochemical, fluorescence intensity, uHTS | Fatty acid synthase (Homo sapiens), P49327 | recombinant FAS-TE, OMFH fluorogenic substrate, fluorescence endpoint | inhibition, % at 15 µM | 0.67% of 360,000 active | AID 602261, 2012;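 active means compounds whose normalised, plate-corrected inhibition of enzyme fluorescence in the single-dose primary screen is 50% or more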;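 further: 0% = DMSO with enzyme and 100% = substrate without enzyme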
MT1-MMP act inh: blockers of MT1-MMP proenzyme processing, primary screen, HT1080 RFP-PRO-GFP cells, GFP/RFP fluorescence; GFP/RFP ratio change, % at 20 µM; GFP/RFP ratio fluorescence, overnight; percent of plate control window, DMSO zero; 0.061% of 360,000 active;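 active means GFP/RFP ratio change of at least 30% with cell ATP level not reduced by more than half and red fluorescence within 50% of control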; further: strong numbers were not always called active
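Assay system: RFP-PRO-GFP reporter HT1080 cells; read-out basis: GFP/RFP fluorescence ratio; benchmarks: DMSO wells and RFP-L50D-GFP cells; doses: 20 µM single dose, 1% DMSO; schedule: overnight cell settling, then overnight compound exposure, 37 °C, 5% CO2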
MLLE-PAM2 inh: inhibitors of PABP1 MLLE–PAM2 peptide binding, primary screen, biochemical, fluorescence polarization, FITC-PAM2, GST-MLLE. Polyadenylate-binding protein 1 (Homo sapiens), P11940. inhibition, % at 20 µM. 0.36% of 360,000 active. AID 588489, 2011; in the data active means inhibition above about 35%, passing the limit was not always enough;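 further: plate controls were DMSO wells with GST-MLLE for no effect and wells lacking GST-MLLE protein for full effect; some results filed as inactive read as strong as hits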
Target sequence (P11940 whole entry, looked up): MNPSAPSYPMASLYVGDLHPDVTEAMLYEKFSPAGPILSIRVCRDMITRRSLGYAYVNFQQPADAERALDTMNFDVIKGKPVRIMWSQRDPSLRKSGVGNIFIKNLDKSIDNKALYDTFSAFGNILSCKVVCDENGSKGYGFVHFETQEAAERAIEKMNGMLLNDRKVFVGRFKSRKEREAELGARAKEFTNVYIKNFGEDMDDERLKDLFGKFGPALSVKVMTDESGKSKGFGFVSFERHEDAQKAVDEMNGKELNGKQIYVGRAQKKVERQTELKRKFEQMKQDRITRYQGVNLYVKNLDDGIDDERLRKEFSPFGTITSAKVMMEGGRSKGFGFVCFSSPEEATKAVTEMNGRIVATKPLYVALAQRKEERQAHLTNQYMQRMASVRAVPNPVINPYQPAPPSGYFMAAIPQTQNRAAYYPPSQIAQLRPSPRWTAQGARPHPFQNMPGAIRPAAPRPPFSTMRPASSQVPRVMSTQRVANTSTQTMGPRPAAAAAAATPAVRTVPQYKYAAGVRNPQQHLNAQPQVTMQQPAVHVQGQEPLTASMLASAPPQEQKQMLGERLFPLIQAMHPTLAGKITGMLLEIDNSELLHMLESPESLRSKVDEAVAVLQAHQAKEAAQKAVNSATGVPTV
SKN-1 inh: suppressors of acrylamide-induced Pgst-4::GFP reporter in worms, primary screen, SKN-1 inhibitor project, whole organism, uHTS, GFP/RFP fluorescence ratio, strain VP596; inhibition, % at 21.8 µM; 0.49% of 360,000 active; C. elegans VP596 Pgst-4::GFP/RFP ratio, 24 h; AID 624304, 2012;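 active means interference check ratio from 0.5 to 1.5 plus GFP to RFP signal ratio inhibition reaching or exceeding a fixed threshold, cut at about 30% in these data, passing the limit was not always enough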; further: some compounds called inactive have numbers as strong as hits
* = called active by the depositor; i = inactive; / = not tested or not shown; + = active, no number.

SMILES	Neddyl block	CSN inh	NadD block	Rpn11 block	Rin1-Abl PPI inh	FAS-TE inh	MT1-MMP act inh	MLLE-PAM2 inh	SKN-1 inh
Cn1c2ccccc2c2c(C(=O)NCc3ccco3)cn(C3CCCCC3)c(=O)c21	i	20	7	i	-2	10	-7	9	12
COc1cc(CNC(C)c2ccccc2)c(Br)cc1OCC(N)=O (stereo not drawn)	i	4	5	i	5	-8	-1	4	3
Cc1ccc(S(=O)(=O)N2CCN(c3ccc([N+](=O)[O-])c4cccnc34)CC2)cc1	i	-7	9	i	-4	27	-2	7	2
COc1cccc(C(=O)NCCSc2ccc(C)cc2)c1	i	-6	-1	i	0	3	-1	3	8
CC1(C(=O)NNC(=O)c2ccc([N+](=O)[O-])cc2)CC1(Br)Br (stereo not drawn)	i	2	-5	i	1	2	4	8	-8
O=C(/C=C/c1ccc(Cl)cc1)c1cccnc1	i	8	3	i	5	-2	1	16	6
COc1cccc(NC(=O)c2ccc(N3C(=O)C4CC=C(C)CC4C3=O)cc2)c1 (stereo not drawn)	i	4	-13	i	0	2	-2	-11	-1
CCOC(=O)c1oc2cc(O)cc(C)c2c1C	+	1	-5	i	-2	-4	6	2	-13
C=CCN1CCN(C(=O)c2oc3ccccc3c2C)CC1	i	2	-6	i	-1	-5	2	-3	13
Cc1cc(OCC(=O)NCCCN2CCOCC2)cc(C)c1Cl	i	-1	-5	i	2	-6	2	15	-11
COc1ccccc1CCC(=O)N(C)CC(=O)Nc1ccc(F)cc1	i	4	-6	i	4	-2	1	2	0
CCCCSc1nnc(CCCCCNC(=O)OC(C)(C)C)o1	i	6	-5	i	1	2	5	-57	-7
COc1ccccc1NC(=O)C(C)OC(=O)C1CC(=O)N(c2ccc3c(c2)OCCO3)C1 (stereo not drawn)	i	4	-2	i	1	-2	-5	-7	-6
O=C(CCC(=O)c1cccs1)NNC(=O)c1ccccc1Cl	i	3	1	i	-1	-7	-1	7	-13
COc1ccccc1-c1c(C)nn2c(C)c(C(C)=O)cnc12	i	-2	-5	i	-2	-4	-2	-12	-7
COc1ccc(N(CC(=O)Nc2ccc3c(c2)OCCO3)S(=O)(=O)c2c(C)noc2C)cc1	i	1	-14	i	3	17	6	-9	-14
CCCNC(=O)c1cc(C2CCCCN2S(=O)(=O)c2ccc(C#N)cc2)on1 (stereo not drawn)	i	-4	-1	i	0	-4	-1	-24	11
O=[N+]([O-])c1c(N2CCN(CCO)CC2)nc2ccccn12	i	4	-4	i	0	-4	-1	19	12
CCCCn1c(N)c(N(CCC(C)C)C(=O)CSc2nnc3ccccn23)c(=O)[nH]c1=O	i	-1	-2	i	3	-5	-1	-9	-4
O=C(Nc1c(Cl)cc(Cl)cc1C(=O)NCCN1CCOCC1)c1cccc([N+](=O)[O-])c1	i	2	1	i	1	2	3	10	7
C/C(=N/OC(=O)C1CC1c1ccccc1)c1ccccc1 (stereo not drawn)	i	-4	-1	i	2	17	4	-10	9
COC(=O)N1CC(=O)N(OC)C1c1ccc(Cl)cc1Cl (stereo not drawn)	i	-2	2	i	-2	-6	0	4	-5
CC(C)(C)OC(=O)NNC(=O)Nc1ccccc1C(F)(F)F	i	2	-3	i	2	-6	3	-4	0
O=C(NC(NC(=S)Nc1ccccc1Cl)C(Cl)(Cl)Cl)c1cccc(Cl)c1 (stereo not drawn)	i	-3	16	i	0	22	-30	22	10
CCOC(=O)N1CCN(C(=O)C2CCN(Cc3ccc(O)c(OCC)c3)CC2)CC1	i	-8	2	i	-1	-2	1	-2	3
Next section
SMILES	Neddyl block	CSN inh	NadD block	Rpn11 block	Rin1-Abl PPI inh	FAS-TE inh	MT1-MMP act inh	MLLE-PAM2 inh	SKN-1 inh
COc1cc2c(cc1OC)CN(C(=O)c1cc3ccccc3oc1=O)CC2	i	-2	3	i	1	2	3	-10	-15
CC(C(=O)NCC1CCCCC1)N(C)Cc1cccc(Cl)c1 (stereo not drawn)	i	4	-8	i	-2	2	-1	-1	11
O=C1COCC(=O)N1CCc1c[nH]c2ccccc12	i	4	-2	i	-3	-4	-2	-10	4
Clc1ccc(CCNc2ncnc3nc[nH]c23)cc1	i	8	-5	i	0	-26	-4	-12	1
CSc1ccccc1-c1cnc2cccnn12	i	-3	5	i	-94	-7	-3	5	19
O=C(CSc1nnc(CNC(=O)c2ccco2)o1)Nc1nc2ccccc2s1	i	1	0	i	3	-5	2	7	-3
Cc1cc2c(cc(C(=O)OC(C)C(=O)NCc3ccccc3)n2C)o1 (stereo not drawn)	i	1	1	i	-2	-5	4	8	-16
Cc1cc(C)nc(SCC(=O)Nc2nc(-c3ccccc3)c(-c3ccccc3)o2)n1	i	6	5	i	-2	27	0	12	6
Cc1nc(NC(=O)c2ccc(Br)o2)sc1C	i	-1	-3	i	2	-2	0	-6	12
COc1ccc(N2CCN(S(=O)(=O)c3ccc4c(c3)CCCC4)CC2)c([N+](=O)[O-])c1	i	0	9	i	1	32	-7	-14	4
CCc1ccc(C(=O)COC(=O)c2nn(C)c(=O)c3ccccc23)cc1	i	0	-8	i	-1	22	4	-6	16
CCn1c(SCC(=O)Nc2cc(C)on2)nnc1-c1c[nH]c2ccccc12	i	-1	3	i	0	-3	-5	-44	1
CC12CCC(=O)N1C(C(=O)Nc1ccc(Br)cc1Cl)CS2 (stereo not drawn)	i	3	-2	i	3	1	2	0	1
CCC(=O)Nc1ccc(C2C(=O)c3ccccc3C2=O)cc1	i	0	-5	i	0	-2	-1	-8	13
CCCC(C)NC(=O)C1CC(=O)N(CCc2ccc(F)cc2)C1 (stereo not drawn)	i	1	2	i	-2	-3	3	5	7
CC(C1CC2CCC1C2)n1c(-c2ccco2)n[nH]c1=S (stereo not drawn)	i	-4	13	i	5	1	-1	4	-3
Cc1csc(NC(=O)CSc2nnc(Cc3cccn3C)n2-c2ccc(F)cc2)n1	i	4	1	i	0	-1	-3	9	-17
O=C(Cn1cc(COc2ccc(C(=O)c3ccccc3)cc2)nn1)c1ccc(O)cc1	i	1	5	i	-3	-5	3	3	-11
CN(C)c1cccc(C(=O)N/C=C/n2cnc3cc(C(F)(F)F)ccc32)c1	/	-1	-5	i	1	4	-3	6	-8
O=C(c1ccccc1)c1ccccc1C(=O)N1CCCC1	i	2	-2	i	1	-2	3	-6	-8
CCCC(=O)N=C1SC2CS(=O)(=O)CC2N1c1ccc(-c2nc3ccc(C)cc3s2)cc1 (stereo not drawn)	i	0	12	+	4	-5	6	-57	10
CC1=C(C(=O)N2CCOCC2)C(c2ccccc2F)C2=C(CC(C)(C)CC2=O)N1 (stereo not drawn)	/	-2	-2	i	0	-8	-2	11	-1
CC1=NN(C(N)=S)C(=O)C1N=Nc1ccc(C)c(Br)c1 (stereo not drawn)	i	2	8	i	4	-1	7	29	13
CCOC(=O)[C@H]1[C@H]2COc3ccc(OC)cc3[C@@H]2N2C(=O)CN(Cc3ccco3)C(=O)[C@@]12C	i	-3	-1	i	0	-8	-2	3	7
COc1ccc(-c2nnc(SCC(=O)Nc3cc(C)on3)n2N)cc1OC	i	3	9	i	0	-3	-3	-31	-5

An excerpt of these results, as labelled records:
CCn1c(SCC(=O)Nc2cc(C)on2)nnc1-c1c[nH]c2ccccc12
- Neddyl block = i
- CSN inh = -1
- NadD block = 3
- Rpn11 block = i
- Rin1-Abl PPI inh = 0
- FAS-TE inh = -3
- MT1-MMP act inh = -5
- MLLE-PAM2 inh = -44
- SKN-1 inh = 1
CCCC(C)NC(=O)C1CC(=O)N(CCc2ccc(F)cc2)C1 (stereo not drawn)
- Neddyl block = i
- CSN inh = 1
- NadD block = 2
- Rpn11 block = i
- Rin1-Abl PPI inh = -2
- FAS-TE inh = -3
- MT1-MMP act inh = 3
- MLLE-PAM2 inh = 5
- SKN-1 inh = 7

Rpn11 block: hit marks shown above
SMILES	Neddyl block	CSN inh	NadD block	Rpn11 block	Rin1-Abl PPI inh	MT1-MMP act inh	MLLE-PAM2 inh	SKN-1 inh
CCCC(=O)N=C1SC2CS(=O)(=O)CC2N1c1ccc(-c2nc3ccc(C)cc3s2)cc1 (stereo not drawn)	i	0	12	+	4	6	-57	10

Other structures
SMILES	Neddyl block	CSN inh	NadD block	Rpn11 block	Rin1-Abl PPI inh	FAS-TE inh	MT1-MMP act inh	MLLE-PAM2 inh	SKN-1 inh
CCOC(=O)c1ccc(-c2ccc(/C=N/NC(=O)CN(c3ccccc3Cl)S(C)(=O)=O)o2)cc1	+	-4	15	i	0	41	-2	6	-20
Cc1cc2nc(C(F)(F)F)[nH]c(=O)n2n1	i	4	3	i	-1	-7	0	4	7
O=C(NCc1cccs1)c1cnn2cccnc12	i	1	-3	i	3	-7	-1	0	-1
COc1ccc(C(=O)CCC(=O)NCCc2ccccc2F)cc1	i	2	-7	i	7	1	0	2	6
O=C1CC(c2cccs2)c2cc3c(cc2N1)OCCO3 (stereo not drawn)	i	0	0	i	0	-2	-4	-10	6
COc1cc(NC(=O)c2ccc(C(=O)c3ccccc3)cc2)cc(OC)c1OC	i	0	-8	i	2	12	6	0	14
Cc1oc(/N=C/c2cccc([N+](=O)[O-])c2)c(C#N)c1C	i	2	-4	i	-1	1	0	9	9
CCS(=O)(=O)N1CCC(C(=O)Nc2cc(Cl)ccc2O)CC1	i	-2	0	i	1	-13	0	-20	13
CCN1CCN(C(=O)c2ccc3c(c2)S(=O)(=O)c2ccccc2C3=O)CC1	i	-3	5	i	2	-2	-1	0	4
CCCCC(CCC(=O)Nc1cccc([N+](=O)[O-])c1)C(=O)O (stereo not drawn)	i	1	-4	i	-1	10	1	-6	-2
Cc1ccc(-n2c(O)c(C=Nc3ccccc3-c3n[nH]c(=S)[nH]c3=O)c3ccccc3c2=O)cc1C	i	10	39*	i	1	22	1	33	-6
O=C(Cn1c(=O)c(=O)n(Cc2ccccc2)c2ccc(Cl)cc21)Nc1ccc(F)cc1F	i	4	14	i	2	-6	-2	-17	-2
CCc1nc2ccc(C(=O)N3CCN(c4cccc(OC)c4)CC3)cc2nc1CC	i	5	-4	i	3	6	0	5	13
CC1(C)OC(=O)C(=CNc2ccc(F)cc2)C(=O)O1	i	-1	-3	i	-5	-9	-4	-3	-34
Oc1c(Br)cc(Br)c2cccnc12	i	-4	5	i	3	6	9	5	-11
CCOC(=O)/C(C(N)=NCCCO)=C(/O)c1ccccc1	i	2	-3	i	3	-10	0	9	-2
Cc1nccn1CC(=O)N/N=C/c1ccccc1O	/	2	-5	i	-7	-7	/	11	-20
COc1ccc(-c2ccc(-c3noc(-c4cccs4)n3)c(OC)n2)cc1	i	10	0	/	2	12	-1	-47	29
Nc1nc2cc(Br)ccc2o1	i	-1	3	i	-1	-7	-1	-3	-3
COc1ccc(CN2CN(C3CCCC3)CSC2=S)cc1	i	-9	-10	i	-2	3	3	24	-19
CN1CCN(c2ccc(C(F)(F)F)cc2NC(=O)Nc2ccccc2)CC1	i	-3	-2	i	-1	4	-4	-4	8
